Screens from PubChem.
ROMK primary – human ROMK K+ channel modulation, primary screen; Tet-inducible ROMK, thallium flux fluorescence; actives lie on both sides; P48048; AID 1918; B-score at 10 µM; 130,000 tested, 2% active;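 active means signal ratio slope over the read window, or its plate-corrected B-score, at least 3 SD from the plate mean, either direction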;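 further: B-score of the F/F0 ratio slope over 7 to 12 s after thallium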
bIAP activator – increases bovine intestinal alkaline phosphatase activity. activation factor at 20 µM. AID 1016. 200,000 tested, 0.17% active. purified bovine IAP, CDP-star luminescence, 30 min; stronger effect = higher value; fold of DMSO-control signal, blank-subtracted;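 active means activation factor of 2 or more at 20 µM, a signal rise over negative controls twice the positive control's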
PPARg SRC-2 ag – promotes SRC-2 coactivator recruitment by human PPARgamma | PPARgamma LBD-SRC-2 recruitment, biochemical | activation, % at 8 µM | 200,000 tested, 0.34% active; in the data active means activation above about 22%;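 further: 0% = vehicle and 100% = reference agonist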
Target sequence (P37231 whole entry, looked up, the tested form may be a part): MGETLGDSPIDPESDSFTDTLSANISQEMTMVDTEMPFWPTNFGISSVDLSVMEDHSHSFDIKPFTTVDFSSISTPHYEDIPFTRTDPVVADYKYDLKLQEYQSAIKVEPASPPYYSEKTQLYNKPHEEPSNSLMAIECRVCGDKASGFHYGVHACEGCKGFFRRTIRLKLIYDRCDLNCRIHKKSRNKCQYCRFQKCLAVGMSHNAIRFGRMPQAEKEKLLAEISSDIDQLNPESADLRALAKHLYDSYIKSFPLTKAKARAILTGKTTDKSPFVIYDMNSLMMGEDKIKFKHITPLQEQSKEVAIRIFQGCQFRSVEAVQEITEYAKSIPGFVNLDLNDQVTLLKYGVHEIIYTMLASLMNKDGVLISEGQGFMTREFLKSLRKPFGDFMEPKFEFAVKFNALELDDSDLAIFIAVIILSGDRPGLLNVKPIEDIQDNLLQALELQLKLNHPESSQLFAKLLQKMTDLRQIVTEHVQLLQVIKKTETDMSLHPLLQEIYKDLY
bIAP inhibitor – intestinal alkaline phosphatase (bovine) inhibition; purified bovine IAP, CDP-star luminescence, 30 min; inhibition, % at 20 µM; 190,000 tested, under 10 active; AID 1019;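 active means over 50% inhibition of intestinal alkaline phosphatase at 20 µM in the single-dose screen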
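System: purified bovine intestinal alkaline phosphatase (IAP) enzyme; Input: IAP diluted 1/65,000,000 in the well; Measured by: CDP-star luminescence signal; Compound dosing: 20 µM single dose; Incubation: 30 min reaction at room temperature.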
L major viab – Leishmania major promastigote growth inhibition; inhibition, % at 10 µM; AID 1063; 200,000 tested, 9% active; Leishmania major promastigotes, resazurin fluorescence viability; in the data active means inhibition above about 50%;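 further: promastigotes grown with compound for 44 hours at 28 °C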
Redox H2O2 prof – compounds producing H2O2 with reducing agent – biochemical, NIH compound library profiling, artefact control for MLSCN library redox annotation, primary screen; DTT-dependent redox cycling H2O2, phenol red/HRP absorbance; 100% = 100 µM peroxide control, 0% = buffer; activation, % at 10 µM; 200,000 tested, 0.03% active;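 active means activation of at least 50% relative to the plate's high and low controls in the primary single-dose screen; inactive means activation below 50%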;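 further: compound incubated with DTT at 0.8 mM final as the reducing agent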
SRC2 TRFRET art – TR-FRET artefact, counter-screen to PPARgamma/SRC-2 agonist assay. stronger effect = higher value. TR-FRET ratio at 8 µM. 200,000 tested, 0.4% active. AID 1049; in the data active means TR-FRET ratio above about 2000; further: inactives centre near 1500; reference of the scale not given here
PPARg SRC-1 ag – agonists of human PPARgamma SRC-1 coactivator recruitment; P37231; PPARgamma-SRC-1 coactivator recruitment biochemical assay; activation, % at 8 µM; 200,000 tested, 0.41% active; in the data active means activation above about 19%;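 further: 0% = DMSO and 100% = reference agonist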
PPARg SRC3 recr – PPARgamma-driven SRC-3 recruitment agonism. AID 731. activation, % at 8 µM. biochemical PPARgamma/SRC-3 coactivator recruitment assay. 200,000 tested, 0.26% active; in the data active means activation above about 23%;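 further: 0% = DMSO and 100% = reference agonist; some compounds past the cut are filed as inactive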
S1P3 antag – antagonists of human S1P3 receptor; Q99500; CHO S1P3 NFAT-BLA reporter, FRET fluorescence, antagonist mode; inhibition, % at 4.98 µM; 170,000 tested, 0.27% active;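 active means inhibition above the plate cutoff, the mean inhibition of test wells on that plate plus 3 SD, cut at about 28% in these data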;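 further: cells challenged with S1P at its EC80 of 0.8 µM; blue over green emission ratio from cleaved BLA substrate after 4 h stimulation; 0% = S1P-stimulated wells and 100% = unstimulated DMSO-only wells; some compounds past the cut are filed as inactive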
Target sequence (Q99500 whole entry, looked up): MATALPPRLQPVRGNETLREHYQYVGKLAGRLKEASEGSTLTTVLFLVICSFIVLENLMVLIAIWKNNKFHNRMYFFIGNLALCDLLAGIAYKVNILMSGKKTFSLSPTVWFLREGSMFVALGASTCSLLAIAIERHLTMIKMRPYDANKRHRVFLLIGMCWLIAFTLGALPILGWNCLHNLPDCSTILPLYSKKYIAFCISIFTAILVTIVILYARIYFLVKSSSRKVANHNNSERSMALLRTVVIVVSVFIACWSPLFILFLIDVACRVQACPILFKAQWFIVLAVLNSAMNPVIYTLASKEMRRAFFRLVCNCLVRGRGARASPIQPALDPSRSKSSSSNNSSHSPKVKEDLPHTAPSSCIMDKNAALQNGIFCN
TLR4-MyD88 BLA – TLR4-MyD88 interaction inhibition in cells | inhibition, % at 8.4 µM | HeLa CL3-4 TLR4/MyD88 BLA complementation, FRET ratio | 200,000 tested, 0.18% active | O00206+Q99836; in the data active means inhibition above about 25%;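 further: 0% = vehicle and 100% = reference inhibitor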
* hit, by the source's call; nt = not tested or not shown.

The first 11 entries, ahead of the listing:
Codes: A = ROMK primary; B = bIAP activator; C = PPARg SRC-2 ag; D = bIAP inhibitor; E = L major viab; F = Redox H2O2 prof; G = SRC2 TRFRET art; H = PPARg SRC-1 ag; I = PPARg SRC3 recr; J = S1P3 antag; K = TLR4-MyD88 BLA
CSc1nsc2nc(=O)c(/C=C3\C=Nc4ccccc43)c(N)n12
  A: 2.1*	B: 1	C: 2	D: -1	E: 13	F: 3.0	G: 1478	H: -2	I: -2	J: -8	K: -5

CCOC(=O)c1nc(NCc2ccccc2F)c2ccccc2n1
  A: -0.59	B: 1.1	C: 10	D: -5	E: 50	F: -2.2	G: 1539	H: 0	I: 4	J: 0	K: 2

CCOC(=O)C1CC2CC(C1)CN(C(=O)C1CCCCC1)C2 (stereo not drawn)
  A: 0.83	B: 1.1	C: 17	D: -8	E: 1	F: -2.8	G: 1706	H: 2	I: 0	J: 5	K: -20

CNC(=O)COC(=O)c1ccc(Cl)c(S(=O)(=O)N2CCCC2)c1
  A: 1.2	B: 0.9	C: -2	D: 6	E: -4	F: 0.0	G: 1466	H: -3	I: -1	J: -20	K: -1

Cc1c(C(=O)Nc2nc3ccccc3[nH]2)oc2c(Cl)cccc12
  A: -1	B: 1	C: -2	D: -2	E: 43	F: -0.1	G: 1420	H: -8	I: -3	J: 1	K: 3

CC(C)CCNC(=O)NC(=O)COC(=O)C1CCN(S(=O)(=O)c2ccccc2F)CC1
  A: nt	B: 0.8	C: 2	D: 16	E: -5	F: 0.0	G: 1791	H: 4	I: 1	J: -9	K: -18

O=C1CC(c2ccccc2)c2ccccc21 (stereo not drawn)
  A: 0.0028	B: 1.1	C: -3	D: -5	E: -2	F: -1.2	G: 1614	H: 1	I: 3	J: -20	K: -2

CCc1ccc2c(c1)c1nc(C)sc1n2CC
  A: nt	B: 1	C: 3	D: -1	E: 12	F: 0.5	G: 1584	H: 0	I: -3	J: 16	K: -4

Cc1ccc(NC(=O)CC2NCCNC2=O)cc1 (stereo not drawn)
  A: nt	B: 0.9	C: 6	D: 12	E: -4	F: -2.5	G: 1541	H: 4	I: 3	J: -28	K: -2

O=C1OC(c2ccc(Br)cc2)=N/C1=C\c1ccco1
  A: 0.51	B: 0.9	C: 18	D: 6	E: -7	F: -0.8	G: 1563	H: 12	I: 10	J: -15	K: -19

CCOC(=O)c1nnn(CC(=O)Nc2cccc(F)c2)c1C(=O)OCC
  A: -0.71	B: 1	C: -2	D: 4	E: 8	F: 0.1	G: 1621	H: -2	I: 3	J: nt	K: -1

Main list (from the top)
Codes: A = ROMK primary; B = bIAP activator; C = PPARg SRC-2 ag; D = bIAP inhibitor; E = L major viab; F = Redox H2O2 prof; G = SRC2 TRFRET art; H = PPARg SRC-1 ag; I = PPARg SRC3 recr; J = S1P3 antag; K = TLR4-MyD88 BLA
CSc1nsc2nc(=O)c(/C=C3\C=Nc4ccccc43)c(N)n12
  A: 2.1*	B: 1	C: 2	D: -1	E: 13	F: 3.0	G: 1478	H: -2	I: -2	J: -8	K: -5

CCOC(=O)c1nc(NCc2ccccc2F)c2ccccc2n1
  A: -0.59	B: 1.1	C: 10	D: -5	E: 50	F: -2.2	G: 1539	H: 0	I: 4	J: 0	K: 2

CCOC(=O)C1CC2CC(C1)CN(C(=O)C1CCCCC1)C2 (stereo not drawn)
  A: 0.83	B: 1.1	C: 17	D: -8	E: 1	F: -2.8	G: 1706	H: 2	I: 0	J: 5	K: -20

CNC(=O)COC(=O)c1ccc(Cl)c(S(=O)(=O)N2CCCC2)c1
  A: 1.2	B: 0.9	C: -2	D: 6	E: -4	F: 0.0	G: 1466	H: -3	I: -1	J: -20	K: -1

Cc1c(C(=O)Nc2nc3ccccc3[nH]2)oc2c(Cl)cccc12
  A: -1	B: 1	C: -2	D: -2	E: 43	F: -0.1	G: 1420	H: -8	I: -3	J: 1	K: 3

CC(C)CCNC(=O)NC(=O)COC(=O)C1CCN(S(=O)(=O)c2ccccc2F)CC1
  A: nt	B: 0.8	C: 2	D: 16	E: -5	F: 0.0	G: 1791	H: 4	I: 1	J: -9	K: -18

O=C1CC(c2ccccc2)c2ccccc21 (stereo not drawn)
  A: 0.0028	B: 1.1	C: -3	D: -5	E: -2	F: -1.2	G: 1614	H: 1	I: 3	J: -20	K: -2

CCc1ccc2c(c1)c1nc(C)sc1n2CC
  A: nt	B: 1	C: 3	D: -1	E: 12	F: 0.5	G: 1584	H: 0	I: -3	J: 16	K: -4

Cc1ccc(NC(=O)CC2NCCNC2=O)cc1 (stereo not drawn)
  A: nt	B: 0.9	C: 6	D: 12	E: -4	F: -2.5	G: 1541	H: 4	I: 3	J: -28	K: -2

O=C1OC(c2ccc(Br)cc2)=N/C1=C\c1ccco1
  A: 0.51	B: 0.9	C: 18	D: 6	E: -7	F: -0.8	G: 1563	H: 12	I: 10	J: -15	K: -19

CCOC(=O)c1nnn(CC(=O)Nc2cccc(F)c2)c1C(=O)OCC
  A: -0.71	B: 1	C: -2	D: 4	E: 8	F: 0.1	G: 1621	H: -2	I: 3	J: nt	K: -1

N#C/C(=C(/O)COC(=O)CSc1ccc(Cl)cc1)c1nc2ccccc2[nH]1
  A: nt	B: 0.9	C: 10	D: 14	E: 5	F: 0.0	G: 1578	H: 8	I: 3	J: -13	K: 1

CCN1CCn2c1nc(N1CCCCC1)nc2=O
  A: nt	B: 0.9	C: 3	D: 11	E: 0	F: 1.9	G: 1524	H: 4	I: 12	J: -23	K: -13

OC1(c2cn(Cc3ccccc3)nn2)CCCCC1
  A: nt	B: 1	C: -9	D: -2	E: 3	F: 2.8	G: 1410	H: 4	I: 0	J: 22	K: -2

O=C(COc1ccc(Cl)cc1Cl)NCCCCc1ccccc1
  A: nt	B: 0.9	C: 1	D: 11	E: -6	F: 6.8	G: 1541	H: 3	I: -7	J: nt	K: 13

CCCCCC(=O)Nc1nc2ccccc2[nH]1
  A: nt	B: 1	C: 3	D: -2	E: 6	F: 3.4	G: 1465	H: 4	I: 4	J: nt	K: -4

C=CCNC(=O)c1ccc(-n2cccc2)cc1
  A: 0.0043	B: 1	C: 10	D: -5	E: -10	F: -1.5	G: 1579	H: 7	I: 0	J: -19	K: 3

N/C(=N\OC(=O)CCC1CCCCC1)c1ccc([N+](=O)[O-])cc1
  A: 0.34	B: 0.8	C: 6	D: 22	E: 76*	F: 1.6	G: 1725	H: 1	I: 8	J: nt	K: -2

O=C(CCSc1ccccc1)Nc1nnc(-c2cccs2)o1
  A: nt	B: 0.7	C: 7	D: 30	E: -8	F: 0.4	G: 1600	H: 2	I: 4	J: -18	K: -5

CC1=Nc2cc(C(=O)O)ccc2Sc2c(C)ccc(C)c21
  A: 0.23	B: 1	C: 9	D: -5	E: -7	F: -0.6	G: 1702	H: 2	I: 0	J: -1	K: 2

N#CCSc1nc2c(sc(=S)n2Cc2ccco2)c(=O)n1-c1ccc(F)cc1
  A: 0.47	B: 1	C: 1	D: 0	E: 96*	F: -0.7	G: 1805	H: -3	I: 5	J: nt	K: 3

CCC(C)(C(=O)NC1CCCCC1)N(CC1CCCO1)C(=O)CNC(=O)c1ccccc1 (stereo not drawn)
  A: 0	B: 1	C: 3	D: -4	E: -3	F: 0.2	G: 1389	H: -3	I: -3	J: nt	K: 6

c1ccc(-n2cc(CN3CCCC(CN4CCCC4)C3)c(-c3ccc4c(c3)OCO4)n2)cc1 (stereo not drawn)
  A: -2.9	B: 1	C: 3	D: -1	E: 100*	F: 0.1	G: 1652	H: 7	I: -6	J: 1	K: 6

O=C(Nc1cnn(Cc2ccc(Cl)cc2Cl)c1)c1noc2c1CCCC2
  A: nt	B: 0.9	C: 7	D: 9	E: 22	F: -0.2	G: 1450	H: 0	I: 3	J: 27	K: -2

Cc1cc(OCC(=O)Nc2ccncc2)ccc1[N+](=O)[O-]
  A: 1.3	B: 1.2	C: 0	D: -17	E: -12	F: -0.3	G: 1603	H: 5	I: 1	J: 4	K: 10

CCNc1nc(N)nc(-c2cc(Cl)ccc2O)n1
  A: 1.1	B: 0.9	C: 7	D: 8	E: 18	F: -0.7	G: 1553	H: 4	I: 3	J: -12	K: 0

CN1CCCC1=Nc1c2c(nc3ccccc13)N(C)CC2
  A: 0.16	B: 0.9	C: 0	D: 7	E: -5	F: -0.2	G: 1554	H: 14	I: 5	J: 2	K: -14

COc1cc(/C=C/C(=O)c2ccc(Cl)s2)cc(OC)c1O
  A: nt	B: 0.4	C: 10	D: nt	E: 100*	F: 1.1	G: 1518	H: 3	I: -1	J: nt	K: 9

CCc1c(C)c(C#N)c2nc3ccccc3n2c1NCCN(C)C
  A: -0.12	B: 1	C: 16	D: 1	E: 22	F: 0.0	G: 1401	H: 0	I: 4	J: -1	K: -11

Cn1c(-c2ccc(F)cc2)cnc1NCc1cc2c(cc1[N+](=O)[O-])OCO2
  A: -2.7	B: 1	C: -2	D: -2	E: 99*	F: 0.2	G: 1666	H: 2	I: -2	J: -8	K: 2

Continuation.
Each structure is followed by: ROMK primary	bIAP activator	PPARg SRC-2 ag	bIAP inhibitor	L major viab	Redox H2O2 prof	SRC2 TRFRET art	PPARg SRC-1 ag	PPARg SRC3 recr	S1P3 antag	TLR4-MyD88 BLA
> CSc1ccccc1C(=O)Nc1cccc(N(C)S(C)(=O)=O)c1
→ 0.38	1	-8	2	1	0.5	1372	-2	6	13	12
> COc1cccc(NC(=S)NCCC(c2ccccc2)c2ccccc2)c1
→ nt	1.3	1	-32	100*	-5.1	1614	0	5	nt	5
> CCN(CC)CCn1c(=S)[nH]c2cc(C(=O)N3CC=C(c4ccccc4)CC3)ccc2c1=O
→ -1.2	0.9	4	8	20	0.2	1625	13	3	-2	10
> CCOc1ccc(Br)cc1CC(=O)O
→ 0.47	nt	9	nt	-2	0.9	1470	6	4	nt	16
> COc1ccc(CC(=O)Nc2cc(C)on2)cc1OC
→ 0.35	0.9	0	11	0	0.6	1510	-5	-11	nt	-32
> CCOC(=O)c1c(C)nc2ccccc2c1-c1ccccc1
→ nt	1	6	-2	-2	0.0	1485	8	-2	-18	-11
> O=C(/C=C/c1ccco1)NC(=S)Nc1ccc(N2CCOCC2)c(Cl)c1
→ nt	1	-10	-3	9	-3.8	1546	-7	4	nt	2
> Clc1cc(CSc2ccccc2)nc(-c2ccccc2)n1
→ nt	0.3	5	nt	-1	1.7	1636	1	6	nt	-4
> Cc1nnc(SCC(=O)Nc2ccc(Br)cn2)[nH]c1=O
→ nt	1.1	3	-6	-8	1.7	1550	6	5	-8	-5
> CCN1C(=O)C(CC(=O)Nc2ccc(OC)cc2)N(Cc2ccco2)C1=S (stereo not drawn)
→ -0.42	0.9	1	6	3	-0.6	1602	8	4	-5	-13
> COc1ccc2c(c1OC)C(=O)OC2CC(=O)c1ccc(N(C)C)cc1 (stereo not drawn)
→ 1	0.9	7	8	-9	-1.0	1762	-1	5	5	15
> Clc1ccc(-c2nn3c(C4COc5ccccc5O4)nnc3s2)cc1 (stereo not drawn)
→ -2.1	1	0	4	39	1.9	1504	6	-5	0	2
> O=C(COC(=O)[C@H](Cc1ccccc1)NS(=O)(=O)c1ccccc1F)NC1CCCCC1
→ -3	1	2	1	-3	0.1	1480	-7	-4	nt	-7
